Bioassay records: PubChem BioAssay, National Center for Advancing Translational Sciences (NCATS)
ELG1 repair inh: ELG1-dependent DNA repair inhibition; 330,000 compounds, 2.3% hits; Potency, µM (doses to about 46.1 µM), for inactives: at the highest dose activity change, negative = inhibition, most hits filed as inhibitors; HEK293T ELG1-luciferase reporter, luminescence, 16 h; DNA damage induced by 5-fluorouridine; note: potency is the fitted concentration of half-maximal effect; % is set by controls: 0 for no effect and ±100 for the full control effect; nearly all actives have a fitted effect of over 55% in size
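Quantitative HTS, concentration-response format. 2,000 cells/well co-treated with 5-fluorouridine and compound, 16 hr in 5% CO2 at 37 °C; ONE-Glo luminescence read after 30 min.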
FLuc modulator: firefly luciferase modulation, counter-screen for miR-21 project; purified FLuc, Km substrates, luminescence inhibition; Potency, µM (highest dose often 57.5 µM), for inactives: top-dose activity change, negative = inhibition, usual class: inhibitors; 360,000 compounds, 6.9% hits; AID 588342;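 note: potency is the fitted concentration of half-maximal effect; plate controls were vehicle for no effect and reference inhibitor for full effect; nearly all actives have a fitted effect of over 55% in size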
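Purified P. pyralis luciferase (10nM final) with 10uM D-luciferin and 10uM ATP (Km levels) in 50mM Tris acetate pH 7.5, 10mM Mg acetate, 0.01% Tween-20, 0.05% BSA; qHTS 6-point titration, ~60 µM downward; luminescence read.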
Rab9 prom act: Rab9 promoter activation; Huh7 Rab9 promoter-luciferase reporter, luminescence, 24 h; Potency, µM (highest dose often 9.22 µM), for inactives: at the highest dose activation, negative = inhibition, actives largely listed as activators; 320,000 compounds, 2.8% hits; note: potency is the fitted concentration of half-maximal effect; % of control where 0% means no effect; nearly all actives have a fitted effect of over 60% in size
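Luminescence from Amplite-detected luciferase (10 minutes, ambient) reports Rab9 promoter activation. Before that, stable Rab9-luciferase Huh7 cells (1500/well, reduced-serum OP-MEM I plus 10% FBS) were exposed to compound for 24 hours at 37C.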
ELG1 genotox: inducers of genotoxicity in HEK293T ELG1-luciferase cells; 330,000 compounds, 1.3% hits; HEK293T ELG1-luciferase reporter, luminescence, 16 h; Potency, µM (top dose mostly 46 µM), without a hit: at the top dose activity change, positive = activation, hits mostly activators; note: potency is the fitted concentration of half-maximal effect; % of control where 0% means no effect; nearly all actives have a fitted effect of over 60% in size
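HEK293T cells expressing luciferase-tagged ELG1 were exposed to compound or DMSO vehicle for 16 hr at 37 °C and 5% CO2. Luciferase activity was then measured with ONE-Glo after 30 min at room temperature.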
Tb PFK block: blocks T. brucei phosphofructokinase. O15648. T. brucei PFK, ADP-Glo luminescence. 330,000 compounds, 0.17% hits. Potency, µM (series often up to 57.5 µM), for inactives: at the top dose activity, negative = inhibition, usual class: inhibitors. AID 485367;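 note: potency is the fitted concentration of half-maximal effect; 0% = uninhibited 1x PFK enzyme wells and -100% = no-enzyme wells; nearly all actives have a fitted effect of over 60% in size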
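1.25 nM PFK with 0.5 mM F6P and 0.1 mM ATP in 0.1 M TEA pH 8.0, 5 mM MgCl2, incubated 45 min at room temperature; ADP measured by ADP-Glo luminescence; compounds titrated up to 57 uM.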
NPC1 prom act: activators of NPC1 promoter | Huh7 NPC1 promoter luciferase reporter, 24 h | Potency, µM (titrated, usually from 9.22 µM), inactives show at the top dose activation, usual class: activators | 320,000 compounds, 2.4% hits;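 note: potency is the fitted concentration of half-maximal effect; % of control where 0% means no effect; nearly all actives have a fitted effect of over 60% in size; reporter is driven by a mutant NPC1 promoter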
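Stably transfected Huh7 (NPC1 promoter→luciferase), 1500 cells/well in Opti-MEM + 10% FBS, 2 h settle, then compound 24 h at 37 °C. Luminescence after 10 min with Amplite reagent.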
p53 reactivation: re-activators of mutant p53 | H1299 p53-A138V BP100-luciferase reporter, luminescence, 24 h | Potency, µM (titrated, usually from 92.2 µM), without a hit: top-dose activity change, positive = activation, most hits filed as activators | 320,000 compounds, 0.063% hits; note: potency is the fitted concentration of half-maximal effect; % of control where 0% means no effect; nearly all actives have a fitted effect of over 45% in size
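H1299 (p53-null), stable ts p53-A138V + BP100-Luc; 1000 cells/well, Opti-MEM/10% FBS; cpd 4 pt, 1:5; 24 h, 37 deg C, 5% CO2; detection reagent 10 min RT; luminescence.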
RORg inh: ROR gamma (mouse) transcription inhibition; P51450; Drosophila S2 Gal4-RORgamma UAS-luciferase reporter, 20 h; Potency, µM (top dose mostly 53.6 µM), inactives show at the top dose activity change, negative = inhibition, hits mostly inhibitors; 310,000 compounds, 5.4% hits; note: potency is the fitted concentration of half-maximal effect; % is set by controls: 0 for no effect and ±100 for the full control effect; nearly all actives have a fitted effect of over 60% in size
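A Gal4/UAS one-hybrid system in insect cells: metallothionein-promoter Gal4–ROR gamma fusion plus Photinus luciferase reporter. Copper sulfate 700 uM final, 20 hr ambient incubation, luminescent detection after 10 min with reagent.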
TRPV1 agonist: activates the human vanilloid receptor TRPV1. Q8NER1. TRPV1-expressing cells, Fluo-8 calcium influx, agonist mode. activation, % at 8.33 µM. 320,000 compounds, 0.19% hits. AID 540275; in the data active = activation above about 80%; inconclusive = between about 30% and that limit; note: 0% is about no effect
Target sequence (Q8NER1 whole entry, looked up): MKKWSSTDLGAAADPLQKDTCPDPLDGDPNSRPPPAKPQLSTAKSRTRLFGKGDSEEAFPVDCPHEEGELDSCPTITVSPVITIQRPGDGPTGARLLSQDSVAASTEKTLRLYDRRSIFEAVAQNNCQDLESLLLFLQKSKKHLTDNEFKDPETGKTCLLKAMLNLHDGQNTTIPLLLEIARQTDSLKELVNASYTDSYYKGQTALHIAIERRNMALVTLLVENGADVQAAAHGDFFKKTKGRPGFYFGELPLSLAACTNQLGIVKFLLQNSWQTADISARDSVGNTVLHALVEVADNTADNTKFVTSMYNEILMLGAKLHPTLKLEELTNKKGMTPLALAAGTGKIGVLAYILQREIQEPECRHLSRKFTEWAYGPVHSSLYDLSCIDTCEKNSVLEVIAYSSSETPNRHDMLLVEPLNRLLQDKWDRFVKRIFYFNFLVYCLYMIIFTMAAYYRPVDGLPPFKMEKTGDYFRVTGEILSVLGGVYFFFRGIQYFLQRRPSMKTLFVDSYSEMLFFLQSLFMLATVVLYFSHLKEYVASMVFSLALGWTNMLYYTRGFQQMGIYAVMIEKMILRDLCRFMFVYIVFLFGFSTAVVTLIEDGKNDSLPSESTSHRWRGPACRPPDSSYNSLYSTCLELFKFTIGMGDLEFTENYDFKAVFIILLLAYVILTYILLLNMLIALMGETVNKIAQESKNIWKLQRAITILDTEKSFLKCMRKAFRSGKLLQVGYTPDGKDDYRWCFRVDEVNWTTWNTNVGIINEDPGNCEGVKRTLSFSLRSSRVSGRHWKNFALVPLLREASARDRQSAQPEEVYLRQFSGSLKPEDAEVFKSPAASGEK
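TRPV1-expressing cells were cultured overnight at 35.5C and loaded with Fluo-8 calcium dye for 40 to 90 min at room temperature. After a 10 s baseline, compound was added and calcium influx was read kinetically for 3 min (ex 480/em 520 nm).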
BRCA1 expr act: activators of BRCA1 expression | MCF7-BRCA1-FFLuc reporter, luminescence, 48 h; response scale: scaled: vehicle 0%, 10 µM genistein 100% | Potency, µM (highest dose often 46.1 µM), without a hit: top-dose activation, actives largely listed as activators | 380,000 compounds, 1.1% hits | AID 624202; note: potency is the fitted concentration of half-maximal effect; nearly all actives have a fitted effect of over 80% in size; some results filed as inactive show a strong effect at the top dose
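48 h compound treatment of MCF7-BRCA1-FFLuc cells (phenol-red free MEM, 37 °C), then 15 min with luciferase substrate and luminescence imaging.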
Gal4-VP16 FLuc: counter-screen for ROR gamma inhibitors: Gal4-VP16 reporter. Drosophila S2 Gal4-VP16 UAS-luciferase, luminescence, 20 h. Potency, µM (series often up to 53.6 µM), inactives show top-dose activity, negative = inhibition, usual class: inhibitors. 310,000 compounds, 3.5% hits;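 note: Gal4-VP16 expression switched on by copper sulfate through the metallothionein promoter; potency is the fitted concentration of half-maximal effect; % is set by controls: 0 for no effect and ±100 for the full control effect; nearly all actives have a fitted effect of over 50% in size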
Active calls of the source: *. Unless noted, calls come from the whole dose curve; as a rule, active = well fitted curve in the direction sought with a large enough effect; inconclusive = small, poorly fitted or top-dose-only effect, or another doubt; inactive = no such curve, though single readings can be large; an effect the other way counts as inactive or inconclusive.

Screening CC(=O)c1cccc(NC(=O)c2ccccc2-c2ccccc2C(=O)O)c1 returned ELG1 repair inh -16%, FLuc modulator 2%, Rab9 prom act -11%, ELG1 genotox -5%, Tb PFK block 0%, NPC1 prom act 5%, p53 reactivation inconclusive, RORg inh -25%, TRPV1 agonist 4, BRCA1 expr act 17% and Gal4-VP16 FLuc -2%.
CC(C)CCN1CCN(Cc2cccc3cccnc23)CC1CCO (stereo not given) was read as ELG1 repair inh -2%, FLuc modulator 2%, Rab9 prom act -13%, ELG1 genotox -3%, Tb PFK block -11%, NPC1 prom act -4%, p53 reactivation -2%, RORg inh -17%, TRPV1 agonist 10, BRCA1 expr act -1% and Gal4-VP16 FLuc 5%.
O=C(O)CCCNCc1ccccc1F was read as ELG1 repair inh 3%, FLuc modulator -1%, Rab9 prom act -3%, ELG1 genotox 0%, Tb PFK block 1%, NPC1 prom act -2%, p53 reactivation 16%, RORg inh -8%, TRPV1 agonist 0, BRCA1 expr act -5% and Gal4-VP16 FLuc -1%.
Screening COc1ccc(CNC(=S)Nc2ccc(S(N)(=O)=O)cc2)cc1 returned ELG1 repair inh inconclusive, FLuc modulator 1%, Rab9 prom act -2%, ELG1 genotox -1%, Tb PFK block -22%, NPC1 prom act -6%, p53 reactivation -8%, RORg inh 33%, TRPV1 agonist 10, BRCA1 expr act -5% and Gal4-VP16 FLuc 3%.
`CC(=O)N1CCc2cc(S(=O)(=O)NCCC(=O)NC3CCN(Cc4ccccc4)CC3)ccc21` gave ELG1 repair inh -4%, FLuc modulator -1%, Rab9 prom act 0%, ELG1 genotox 0%, Tb PFK block 2%, NPC1 prom act -6%, p53 reactivation -6%, RORg inh 2%, TRPV1 agonist 3, BRCA1 expr act -27% and Gal4-VP16 FLuc -2%.
For Cc1ccc(NC(=O)C(C)SCC(=O)Nc2ccc(F)cc2)cc1S(=O)(=O)N1CCOCC1 (stereo not given) the results were ELG1 repair inh -21%, FLuc modulator -8%, Rab9 prom act -5%, ELG1 genotox 8%, Tb PFK block -6%, NPC1 prom act -1%, p53 reactivation -2%, TRPV1 agonist 13 and BRCA1 expr act -15%.
For CC(C)C(c1nnnn1C1CCCC1)N1CCc2ccccc21 (stereo not given) the results were ELG1 repair inh -11%, FLuc modulator 1%, Rab9 prom act -3%, ELG1 genotox -6%, Tb PFK block 1%, NPC1 prom act -1%, p53 reactivation 26%, RORg inh 5%, TRPV1 agonist -4, BRCA1 expr act -1% and Gal4-VP16 FLuc 12%.
For COc1cc(/C=c2/sc3nc(-c4ccccc4)c(-c4ccccc4)n3c2=O)cc(OC)c1OC the results were ELG1 repair inh 2%, FLuc modulator 0%, Rab9 prom act -1%, ELG1 genotox 7%, Tb PFK block -16%, NPC1 prom act 1%, p53 reactivation -5%, RORg inh -24%, TRPV1 agonist 4, BRCA1 expr act -42% and Gal4-VP16 FLuc -5%.
CCOC(=O)c1cc(-c2csc(Nc3ccccc3Cl)n2)on1 was read as ELG1 repair inh 1%, FLuc modulator inconclusive, Rab9 prom act 2%, ELG1 genotox 2%, Tb PFK block 0%, NPC1 prom act 0%, p53 reactivation 2%, RORg inh 1%, BRCA1 expr act -13% and Gal4-VP16 FLuc 4%.
Screening CS(=O)(=O)N(CC(N)=O)Cc1ccc(Cl)cc1 returned ELG1 repair inh 2%, FLuc modulator 0%, Rab9 prom act -2%, ELG1 genotox -4%, Tb PFK block 9%, NPC1 prom act -3%, p53 reactivation -3%, RORg inh -8%, TRPV1 agonist -1, BRCA1 expr act 9% and Gal4-VP16 FLuc -7%.
`CCOc1ccccc1N(C(=O)c1ccco1)C(C(=O)NC1CCCC1)c1cccnc1` (stereo not given) gave ELG1 repair inh -8%, FLuc modulator 4%, Rab9 prom act 8%, ELG1 genotox -1%, Tb PFK block -4%, NPC1 prom act -4%, p53 reactivation -5%, RORg inh 26%, TRPV1 agonist -4, BRCA1 expr act -7% and Gal4-VP16 FLuc -4%.
`Cc1noc(C)c1S(=O)(=O)Nc1ccc2c(c1)C(=O)N([C@H](C)CO)C[C@H](C)[C@@H](CN(C)C(=O)Nc1ccccc1)O2` gave ELG1 repair inh -9%, ELG1 genotox 0%, Tb PFK block 6%, p53 reactivation -7% and BRCA1 expr act -3%.

Brought forward from above: 2 entries, then new ones.
`CCOc1ccccc1N(C(=O)c1ccco1)C(C(=O)NC1CCCC1)c1cccnc1` (stereo not given) gave ELG1 repair inh -8%, FLuc modulator 4%, Rab9 prom act 8%, ELG1 genotox -1%, Tb PFK block -4%, NPC1 prom act -4%, p53 reactivation -5%, RORg inh 26%, TRPV1 agonist -4, BRCA1 expr act -7% and Gal4-VP16 FLuc -4%.
`Cc1noc(C)c1S(=O)(=O)Nc1ccc2c(c1)C(=O)N([C@H](C)CO)C[C@H](C)[C@@H](CN(C)C(=O)Nc1ccccc1)O2` gave ELG1 repair inh -9%, ELG1 genotox 0%, Tb PFK block 6%, p53 reactivation -7% and BRCA1 expr act -3%.
For CCSc1nc(N2CCOCC2)c2ccccc2n1 the results were ELG1 repair inh 0%, FLuc modulator -2%, Rab9 prom act 3%, ELG1 genotox inconclusive, Tb PFK block 3%, NPC1 prom act -3%, p53 reactivation 1%, RORg inh -13%, TRPV1 agonist 1, BRCA1 expr act -24% and Gal4-VP16 FLuc 0%.
For COC(=O)C1=C(C(=O)OC)SC(=C2C(=S)C(C)(C)N(C(=O)CC(C)C)c3ccccc32)S1 the results were ELG1 repair inh inconclusive, FLuc modulator -3%, Rab9 prom act -3%, ELG1 genotox -4%, Tb PFK block -1%, NPC1 prom act 0%, p53 reactivation 4%, RORg inh 26%, TRPV1 agonist 2, BRCA1 expr act -2% and Gal4-VP16 FLuc -15%.
For CC(C)(C)c1cc(CN(CCO)CCO)c(O)c(C(C)(C)C)c1 the results were ELG1 repair inh inconclusive, FLuc modulator 0%, Rab9 prom act -5%, ELG1 genotox 5%, Tb PFK block -4%, NPC1 prom act 2%, p53 reactivation -2%, RORg inh 28%, TRPV1 agonist inconclusive, BRCA1 expr act -9% and Gal4-VP16 FLuc -8%.
`CN(C(=O)CC(NC(=O)c1ccccc1)(c1ccccc1)c1ccccc1)c1ccccc1` gave ELG1 repair inh 1%, FLuc modulator -2%, Rab9 prom act 3%, ELG1 genotox 0%, Tb PFK block -4%, NPC1 prom act -1%, p53 reactivation -5%, RORg inh -19%, TRPV1 agonist -4, BRCA1 expr act -26% and Gal4-VP16 FLuc 0%.
Screening Cc1ccc(NC(=O)c2cccc(S(=O)(=O)N3CCN(c4ccc(F)cc4)CC3)c2)nc1 returned ELG1 repair inh inconclusive, FLuc modulator 4%, Rab9 prom act -12%, ELG1 genotox -5%, Tb PFK block -8%, NPC1 prom act -8%, p53 reactivation -7%, RORg inh 22%, TRPV1 agonist 7, BRCA1 expr act -41% and Gal4-VP16 FLuc inconclusive.
`O=C(Cn1nc(C(F)F)cc1C(F)F)NNC(=S)Nc1ccc(Cl)cc1` gave ELG1 repair inh 1%, FLuc modulator -2%, Rab9 prom act 1%, ELG1 genotox -1%, Tb PFK block -3%, NPC1 prom act 0%, p53 reactivation 6%, RORg inh -39%, TRPV1 agonist -1, BRCA1 expr act -4% and Gal4-VP16 FLuc -3%.
For COc1ccc(-c2noc(CCC(=O)NCCc3cccc(C)c3)n2)cc1 the results were ELG1 repair inh inconclusive, FLuc modulator -15%, Rab9 prom act 4%, ELG1 genotox 4%, Tb PFK block -2%, NPC1 prom act -2%, p53 reactivation -1%, RORg inh -2%, TRPV1 agonist 25, BRCA1 expr act 14% and Gal4-VP16 FLuc -20%.
`O=c1cc(O)c2ccccc2n1Cc1ccccc1F` gave ELG1 repair inh 6%, FLuc modulator -19%, Rab9 prom act 1%, ELG1 genotox -2%, Tb PFK block 1%, NPC1 prom act 0%, p53 reactivation 4%, RORg inh 4%, TRPV1 agonist -3, BRCA1 expr act -4% and Gal4-VP16 FLuc -1%.
For O=C(NCC1CCCO1)c1nn2c(c1Cl)NC(c1ccc(F)cc1)CC2C(F)(F)F (stereo not given) the results were ELG1 repair inh 10%, FLuc modulator -2%, Rab9 prom act 1%, ELG1 genotox -1%, Tb PFK block -2%, NPC1 prom act -3%, p53 reactivation -6%, RORg inh 21%, TRPV1 agonist 6, BRCA1 expr act -32% and Gal4-VP16 FLuc -9%.
